HTT cytoprotect – protects HTT-Q103 PC12 cells, measured by ATP; PC12 HTT-Q103 induced, cytoprotection, ATP luminescence, 40 h; Potency, µM (highest dose often 56.4 µM), for inactives: cytoprotection (ATP increase), usual class: activators; hit rate 0.14% among 230,000; AID 1471; active means well fitted activation curve with a large enough effect; inconclusive means small, poorly fitted or top-dose-only effect; inactive means no such curve, though single readings can be large or run the other way;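 further: % of control where 0% means no effect; nearly all actives have a fitted effect of over 45% in size; toxic huntingtin expression switched on by the ecdysone agonist tebufenozide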
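PC12 cells with ecdysone-inducible HTT exon 1 Q103-GFP, induced with 100 nM tebufenozide and co-treated with library compounds in a dose series (1536-well, 1500 cells/well). Cytoprotection read as ATP content by ATPlite luminescence.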
Numbers without * were called inactive; ? = inconclusive; [ ] = another dose, or the depositor's remark. Potency means the concentration at half of the fitted maximal effect.

The opening four records, ahead of the listing:
SMILES | HTT cytoprotect
Nc1nc(Cl)nc2c1ncn2[C@@H]1O[C@@H](CO)[C@@H](O)[C@H]1O | -40.2%[inhibitor][1.9 µM]
N#CC(C(=O)NC1CCCCC1)c1nc2ccccc2nc1N1CCCCC1 (stereo not drawn) | 5.6%[0.074 µM]
Cn1c(=O)c2c(SC3CCCC3)nc(CC(C)(C)C)nc2n(C)c1=O | -11.2%
NC([N-]/N=C/c1ccccn1)=[S]=[Fe].O=S(=O)(O)O | -16.2%[10 µM]

This part in full (from the top)
SMILES | HTT cytoprotect
Nc1nc(Cl)nc2c1ncn2[C@@H]1O[C@@H](CO)[C@@H](O)[C@H]1O | -40.2%[inhibitor][1.9 µM]
N#CC(C(=O)NC1CCCCC1)c1nc2ccccc2nc1N1CCCCC1 (stereo not drawn) | 5.6%[0.074 µM]
Cn1c(=O)c2c(SC3CCCC3)nc(CC(C)(C)C)nc2n(C)c1=O | -11.2%
NC([N-]/N=C/c1ccccn1)=[S]=[Fe].O=S(=O)(O)O | -16.2%[10 µM]
COc1cccc(C2c3c(oc4ccccc4c3=O)C(=O)N2CCCN2CCOCC2)c1OC (stereo not drawn) | -14.4%[0.074 µM]
C[C@@H]1C[C@@H]2[C@H]3CCC4=CC(=O)C=C[C@]4(C)[C@]3(Cl)[C@@H](O)C[C@@]2(C)[C@@]1(O)C(=O)CO | ?
Nc1ncnc2c1nc(Br)n2[C@@H]1O[C@H]2COP(=O)(O)O[C@@H]2[C@H]1O | -26.0%[1.9 µM]
CCCCc1nc2ccccc2n2cc3c(=O)n(C)c(=O)n(C)c3c12 | 5.9%
CCOc1nc(-c2ccccc2)ccc1-c1noc(-c2cccnc2)n1 | 7.3%[10 µM]
O=S(=O)(c1ccc2oc3ccc(S(=O)(=O)N4CCCC4)cc3c2c1)N1CCCC1 | 10.7%[0.074 µM]
O=c1cc(-c2ccc(O)c(O)c2)oc2cc(O[C@@H]3O[C@@H](CO)[C@@H](O)[C@@H](O)[C@H]3O)cc(O)c12 | ?
Cc1ccc(-n2c(-c3ccncc3)nnc2-c2cccs2)cc1 | -13.2%[10 µM]
CCOC(=O)c1c(NC(=O)C2CCCN2S(=O)(=O)c2cccc3nsnc23)sc(C)c1C (stereo not drawn) | -7.7%[10 µM]
O=C(Nc1nnc(CC(=O)N2CCCC2)s1)c1cnccn1 | -13.6%[10 µM]
C[C@H](O)[C@H](O)[C@@H]1CNc2nc(N)[nH]c(=O)c2N1 | -20.7%[1.9 µM]
COc1ccc(-c2cc3nc4c(c(N5CCC6(CC5)OCCO6)n3n2)CCCC4)cc1 | 2.9%[10 µM]
CCOc1cc2[nH]c(=S)n(CCCN3CCN(C)CC3)c(=O)c2cc1OCC | -4.9%[0.074 µM]
CCC1(C)Cc2c(sc3nc4n(c(=O)c23)CCCS4)CO1 (stereo not drawn) | 0.9%
COC1=CC(=O)C[C@@H](C)[C@@]12Oc1c(Cl)c(OC)cc(OC)c1C2=O | -17.6%
CCc1nnc2sc(-c3ccc(NC(=O)CSc4ccc(Cl)cc4)cc3)nn12 | -7.6%
Nc1ncn([C@@H]2O[C@@H](CO)[C@@H](O)[C@H]2O)c(=O)n1 | -20.5%[1.9 µM]
CCCN(CCc1ccccc1)[C@H]1CCc2c(O)cccc2C1 | 30.6%[1.9 µM]
Cn1c(=O)c2ncn(CC(=O)Nc3ccc4oc(-c5cccc6ccccc56)nc4c3)c2n(C)c1=O | -2.0%[0.074 µM]
CC(=O)Nc1ccc(S(=O)(=O)Nc2cccc(-c3nc4cc(C)ccc4o3)c2)cc1 | -10.9%[0.074 µM]
Cc1c(NC(=O)c2noc3c2CCc2ccccc2-3)c(=O)n(-c2ccccc2)n1C | -7.5%
O[C@@H](c1cc(-c2ccc(Cl)cc2)nc2ccccc12)[C@@H]1CCCCN1 | 10.7%[10 µM]
O=C(CSc1nnc2c3cc(F)ccc3nc(-c3ccccc3)n12)N1CCOCC1 | 2.2%[10 µM]
O=C(O)CCC/C=C\C[C@H]1[C@@H](/C=C\[C@@H](O)C2Cc3ccccc3C2)[C@H](F)C[C@H]1O | 15.1%[1.9 µM]
O=C1CC(N2CCN(C3CCc4ccccc4C3)CC2)C(=O)N1c1ccccc1 (stereo not drawn) | -3.3%
Cn1c(=O)c2c(nc(CN3CCN(c4ccccc4F)CC3)n2CCCc2ccccc2)n(C)c1=O | -23.6%[0.074 µM]
Cc1cc(NC(=O)C23CCC(C)(c4nc5cc(Cl)c(Cl)cc5nc42)C3(C)C)no1 (stereo not drawn) | -2.5%[0.074 µM]
CN(C)CCCN1C(=O)C(=O)/C(=C(/O)c2ccc3c(c2)OCCO3)C1c1ccccn1 (stereo not drawn) | 11.0%[0.074 µM]
COc1ccccc1CNC(=O)CN1CCN(Cc2ccc(Cl)cc2)C1=O | -16.6%
Cc1ccccc1-c1nc(CN2CCC(C(=O)NC3CCN(Cc4ccccc4)CC3)CC2)c(C)o1 | -32.1%[inhibitor]
CC(C)n1nnnc1SCC(=O)NCc1ccco1 | -1.6%[10 µM]
COc1ccc(-c2nc(C#N)c(NCCN(C)C)o2)cc1 | -5.0%
Cn1cnc2c(sc3nc(N4CCOCC4)c4c(c32)CC(C)(C)OC4)c1=O | -21.1%
COc1ccc(-c2nc(CN3CCC(C(=O)NC4CCCc5ccccc54)CC3)c(C)o2)cc1OC (stereo not drawn) | -33.9%[inhibitor][0.074 µM]
N[C@H](Cc1ccc(O)c(I)c1)C(=O)O | -17.4%[1.9 µM]
CCOC(=O)c1sc(NC(=O)c2c(C)noc2C)c(C(=O)OCC)c1C | 3.6%
O=C(c1ccc(Cl)cc1)N1CCN(c2nc(N3CCCCC3)nc(N3CCCCC3)n2)CC1 | 0.0%[10 µM]
COC(=O)c1ccc(C(=O)OC)c(NC(=O)CSc2nc(-c3ccco3)cc(C(F)(F)F)n2)c1 | -1.4%[0.074 µM]
CCOC(=O)N1CCC(Nc2nc3ccccc3n3cnnc23)CC1 | -19.5%
CC(CCc1ccccc1)NC(=O)CN1CCOc2ccccc21 (stereo not drawn) | -4.1%
[N-]=[N+]=Nc1ccc(C(=O)CSC[C@@H](NC(=O)CC[C@@H](N)C(=O)O)C(=O)NCC(=O)O)cc1 | -6.1%[1.9 µM]
COc1ccc(NC(=O)/C=C\c2ccc(Cl)cc2)cc1 | -8.3%[1.9 µM]
Cn1c(=O)n(CC(=O)Nc2cccnc2)c2ccccc21 | 2.5%[0.074 µM]
Nc1c(Sc2ccccc2)c(=O)[nH]c(=O)n1Cc1ccccc1 | -6.9%[10 µM]
CCOc1ccc2nc3ccc4[nH]onc4c3c2c1 | 6.9%
C/C(=N\O)C(C)/[N+]([O-])=C/c1nc(C)c(C)n1O (stereo not drawn) | -4.5%[0.074 µM]
C=C[C@@](C)(O)CC[C@H]1[C@]2(C)CCCC(C)(C)[C@H]2CC[C@]1(C)O | 4.9%
COC(=O)c1ccccc1NC(=O)c1ccc2c(c1)C(=O)N(Cc1ccco1)C2=O | -1.4%[0.074 µM]
CC(=O)[C@@]1(O)CC[C@@H]2[C@@H]3CCC4=CC(=O)CC[C@@]4(C)[C@H]3CC[C@]21C | -1.1%[1.9 µM]
CN(C)c1ccc(C2N(c3cccc(Cl)c3)C(=O)C3CCCN32)cc1 (stereo not drawn) | 8.4%
COc1ccc(-c2cc(C(=O)NCc3cccs3)no2)cc1OC | -26.7%
COc1ccc(S(=O)(=O)N2CCC(C(=O)Nc3ccc(OC)c(OC)c3)CC2)cc1C | -17.3%[0.074 µM]
CC(=O)Nc1ccc(-c2nn3c(C)nnc3s2)cc1C | -17.7%[10 µM]
CC(C)CCOc1cccc(C2c3c(oc4ccccc4c3=O)C(=O)N2CCCN2CCOCC2)c1 (stereo not drawn) | -22.1%
COc1cccc2cc(C(=O)NC3CC(C)(C)NC(C)(C)C3)c(=O)oc12 | 10.7%
Cc1ccc(N2C(=O)c3oc4ccccc4c(=O)c3C2c2cccnc2)nc1 (stereo not drawn) | -11.0%
The listing continues.
SMILES | HTT cytoprotect
C=CCn1c(=O)c(C(=O)Nc2nnc(C)s2)c(O)c2ccccc21 | 4.0%[0.074 µM]
Cn1cccc1C(C(=O)NC1CCCCC1)N(C(=O)Cc1cccs1)c1ccc2c(c1)OCCO2 (stereo not drawn) | -18.3%[10 µM]
Cc1nccc2[nH]c(=O)c(C(=O)NC3CCN(Cc4ccccc4)CC3)cc12 | -8.0%
O=C(CSc1ncnc2c1oc1ccccc12)N1CCN(c2ccccc2)CC1 | -6.4%[0.074 µM]
COc1ccc(NC(=O)c2cc(-c3ccc(O)cc3)on2)cc1OC | -8.2%
Clc1ccc(Cl)c(-c2nn3c(Cn4cnc5ccccc54)nnc3s2)c1 | -3.6%[0.074 µM]
COc1ccc(-c2nn3c(-c4ccncc4)nnc3s2)cc1OC | -12.5%[0.074 µM]
Cc1cc2nc(NC3=NCN(Cc4cccnc4)CN3)nc(C)c2cc1C | -64.3%[inhibitor][0.074 µM]
COc1ccc(-c2nn3c(-c4cccc(C)c4)nnc3s2)cc1OC | -39.3%[inhibitor][0.074 µM]
Cc1ccnc(SCCn2c(Br)nc3c2c(=O)n(C)c(=O)n3C)n1 | 2.2%[0.074 µM]
CCOCCn1c(CN2CCN(c3ccc(OC)cc3)CC2)nc2c1c(=O)n(C)c(=O)n2C | -18.2%[0.074 µM]
O=C(C1CCC(C(=O)N2CCCC2)CC1)N1CCCC1 (stereo not drawn) | -1.2%[0.074 µM]

5 records drawn at random from those above, as already listed:
SMILES | HTT cytoprotect
CCCN(CCc1ccccc1)[C@H]1CCc2c(O)cccc2C1 | 30.6%[1.9 µM]
NC([N-]/N=C/c1ccccn1)=[S]=[Fe].O=S(=O)(O)O | -16.2%[10 µM]
Cn1c(=O)c2c(nc(CN3CCN(c4ccccc4F)CC3)n2CCCc2ccccc2)n(C)c1=O | -23.6%[0.074 µM]
COc1ccccc1CNC(=O)CN1CCN(Cc2ccc(Cl)cc2)C1=O | -16.6%
CC(CCc1ccccc1)NC(=O)CN1CCOc2ccccc21 (stereo not drawn) | -4.1%

Remaining list, next part.
SMILES | HTT cytoprotect
CC(C)Cn1c(=O)c(C(=O)Nc2ccncc2)c(O)c2ccccc21 | 4.0%[10 µM]
O=C1c2ccccc2C(=O)N1CCCCN1CCN(CCCCN2C(=O)c3ccccc3C2=O)CC1 | -6.1%[10 µM]
CCCCC#Cc1nc(N)c2ncn([C@@H]3O[C@@H](C(=O)NCC)[C@H](O)[C@@H]3O)c2n1 | -16.3%[1.9 µM]
CCOC(=O)c1c(NC(=O)c2cc(C3CC3)on2)sc2c1CCCC2 | -16.2%
Cc1cc(/C=N/n2cnnc2)c(C)n1-c1ccc2ncccc2c1 | 0.7%[10 µM]
CN(C(=O)c1ccc(NC(=O)c2cnccn2)cc1)C1CCCCC1 | -12.3%[10 µM]
Cn1c(C(=O)N2CCN(c3ccccc3F)CC2)cc2c(=O)n(C)c3ccccc3c21 | -7.9%
OC[C@@H]1O[C@@H](n2cnc3cncnc32)[C@@H](O)[C@H]1O | 13.3%[1.9 µM]
CCOC(=O)c1sc(NC(=O)c2noc3c2CCCC3)c(C(=O)OCC)c1C | -10.8%
CN(C(=O)c1cnccn1)c1nnc(-c2cccnc2)s1 | 4.1%[10 µM]
Cc1ccc2c(c1)sc1ncc(NC(=O)c3ccccc3)c(=O)n12 | 2.1%[0.074 µM]
COC(=O)C1=C(C)NC(C)=C(C(=O)OCCN(C)Cc2ccccc2)[C@@H]1c1cccc([N+](=O)[O-])c1 | -17.4%[1.9 µM]
CCn1cc(C(=O)N=c2sc3ccccc3n2C)c(=O)c2ccc(C)nc21 | 2.0%[4.97 µM]
CCSc1nc(-c2cccs2)nc2c1c(=O)n(C)c(=O)n2C | -11.2%
Cc1ccc(S(=O)(=O)Cn2nnnc2C(C(C)C)N2CCN(C(=O)c3ccco3)CC2)cc1 (stereo not drawn) | 1.5%[10 µM]
CC(C)[C@@H]1OC(=O)C=CC=CC=CC=CC=CC[C@@H](O)[C@H](C)[C@@H](O)C[C@H](O)C[C@H](O)C[C@H](O)C[C@H](O)C[C@H](O)C[C@H](O)C=C[C@@H]1C | -4.5%[10 µM]
CCN1CCN(c2ncnc3c2oc2nc(C)c4c(c23)CC(C)(C)OC4)CC1 | 11.7%[0.074 µM]
C[C@@H]1C(=O)O[C@@H]2C[C@@]34[C@H]5C[C@@H](C(C)(C)C)[C@@]36[C@@H](OC(=O)[C@@H]6O)O[C@]4(C(=O)O5)[C@@]12O | 0.7%
Cc1ccc2[nH]c(=O)c(-c3noc(-c4ccncc4)n3)cc2c1 | -0.9%[10 µM]
O=C1OC(=O)[C@@H]2[C@@H]1[C@@H]1CC[C@H]2O1 | -75.0%[inhibitor]
Cc1ccc(S(=O)(=O)N(C)CCCC(=O)Nc2ccccn2)cc1 | -4.6%[10 µM]
CC(C)n1c(SCC(=O)N2CCCc3ccccc32)nc2c1c(=O)n(C)c(=O)n2C | 14.1%[10 µM]
CCOc1ccc2c(c1)sc1nc(C(=O)OC)cc(=O)n12 | -4.5%[10 µM]
CC(=O)[C@@]1(O)Cc2c(O)c3c(c(O)c2[C@H](O[C@H]2C[C@H](N)[C@H](O)[C@H](C)O2)C1)C(=O)c1ccccc1C3=O | -76.0%[inhibitor][1.9 µM]
CCOC(=O)Cn1c(=O)c2c(nc3n2CCCCN3c2ccc(OCC)cc2)n(C)c1=O | 14.6%[0.074 µM]
O=C(c1ccc(COc2ccc3c(c2)CCC3)o1)N1CCN(c2ccccc2)CC1 | -8.9%[0.074 µM]
O=C(CN1C(=O)C2CCCN2C(=O)c2ccccc21)Nc1ccccc1-n1cccc1 (stereo not drawn) | 1.3%[10 µM]
CCCCCCCCCCCCCCCCCC(=O)O[C@H](CC(=O)O)C[N+](C)(C)C | 6.4%[1.9 µM]
O=C(O)CCCC[C@H]1CCSS1 | -0.6%[1.9 µM]
CCCC(=O)Nc1cc(-c2nn(C)c(=O)c3ccccc23)ccc1N1CCCCC1 | -8.7%[0.074 µM]

Compound activity deposited in PubChem by National Center for Advancing Translational Sciences (NCATS).

An excerpt, so the mix of outcomes need not match the whole.
